# Anesthetic bind: qHTS Assay for Identification of Novel General Anesthetics. Potency, µM (titrated, usually from 77.5 µM), for inactives: at the top dose activity change, negative = displacement, usual class: inhibitors. 350,000 compounds, 0.074% hits. apoferritin/1-aminoanthracene competitive binding, fluorescence. Ferritin light chain (Equus caballus), P02791; further: potency means the concentration at half of the fitted maximal effect; on the % scale 0 is the no-effect control and ±100 the full control effect; nearly all actives have a fitted effect of over 20% in size
#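 10 uM apoferritin + 50% sat. 1-AMA, PBS; cpd 10 min RT; Ex380/Em535 endpoint; normalized to free probe vs complex; 4-param Hill fit; propofol titration as pos. ctrl.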
# APEX1 inh: qHTS Assay for Inhibitors of the Human Apurinic/apyrimidinic Endonuclease 1 (APE1); DNA repair nuclease/redox regulator APEX1 (Homo sapiens), P27695; 350,000 compounds, 0.35% hits; recombinant APE1, TAMRA/BHQ-2 abasic DNA cleavage fluorescence; Potency, µM (top dose mostly 65.8 µM), without a hit: at the top dose activity change, negative = inhibition, hits mostly inhibitors;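 further: potency means the concentration at half of the fitted maximal effect; plate controls were vehicle for no effect and reference inhibitor for full effect; nearly all actives have a fitted effect of over 55% in size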
#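 Step 1: APE1 (0.75 nM) with compound, 15 min RT. Step 2: add 50 nM fluorophore/quencher THF duplex. Step 3: three fluorescence reads 60 s apart (525/598 nm); read 3 minus read 1 = reaction progress.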
# Pol kappa inh: qHTS for Inhibitors of Polymerase Kappa | purified Pol kappa, fluorescent DNA synthesis assay, 10 min | Potency, µM (highest dose often 107 µM), for the others: top-dose activity, negative = inhibition, usual class: inhibitors | 400,000 compounds, 0.53% hits | AID 588579, 2011; further: potency means the concentration at half of the fitted maximal effect; on the % scale 0 is the no-effect control and ±100 the full control effect
# Target sequence (Q9UBT6 whole entry, looked up): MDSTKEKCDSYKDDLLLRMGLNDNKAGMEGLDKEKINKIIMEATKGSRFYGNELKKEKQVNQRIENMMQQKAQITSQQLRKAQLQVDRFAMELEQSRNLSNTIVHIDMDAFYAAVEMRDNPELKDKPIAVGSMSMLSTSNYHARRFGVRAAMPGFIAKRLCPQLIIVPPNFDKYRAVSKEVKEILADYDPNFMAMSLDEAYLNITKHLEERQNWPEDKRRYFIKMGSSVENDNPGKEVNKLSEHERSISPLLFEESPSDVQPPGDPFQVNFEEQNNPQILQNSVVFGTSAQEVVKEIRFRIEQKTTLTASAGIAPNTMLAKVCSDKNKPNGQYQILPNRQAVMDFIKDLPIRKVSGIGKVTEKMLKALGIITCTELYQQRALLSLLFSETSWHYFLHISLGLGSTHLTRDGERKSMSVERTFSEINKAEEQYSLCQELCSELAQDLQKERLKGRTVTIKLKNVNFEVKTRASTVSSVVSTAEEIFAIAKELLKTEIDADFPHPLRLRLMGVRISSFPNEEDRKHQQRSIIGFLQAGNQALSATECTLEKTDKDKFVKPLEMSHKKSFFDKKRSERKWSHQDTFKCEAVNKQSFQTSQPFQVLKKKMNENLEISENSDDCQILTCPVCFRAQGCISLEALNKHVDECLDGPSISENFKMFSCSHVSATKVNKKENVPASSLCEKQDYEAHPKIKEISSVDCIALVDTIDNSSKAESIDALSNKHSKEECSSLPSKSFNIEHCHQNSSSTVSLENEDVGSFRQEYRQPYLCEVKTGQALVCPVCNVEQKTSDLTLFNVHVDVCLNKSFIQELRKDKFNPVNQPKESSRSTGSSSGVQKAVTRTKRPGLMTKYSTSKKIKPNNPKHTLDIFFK
#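 Enzyme at 10 nM met test compounds for 15 min at room temperature. Substrate addition (50 nM final) began the reaction, which was monitored by fluorescence at 0 and 10 min.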
# 12-LOX inh: Primary qHTS assay for inhibitors of human arachidonate 12S-lipoxygenase (ALOX12): Round 2 | Polyunsaturated fatty acid lipoxygenase ALOX12 (Homo sapiens), P18054 | purified 12hLO, xylenol orange hydroperoxide absorbance | Potency, µM (titrated, usually from 108 µM), inactives show at the highest dose activity change, negative = inhibition, usual class: inhibitors | 580,000 compounds, 1.1% hits | AID 1671190, 2021; further: potency means the concentration at half of the fitted maximal effect; on the % scale 0 is the no-effect control and ±100 the full control effect
#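 Hydroperoxide product was detected by ferrous iron/xylenol orange as the 573 to 405 nm absorbance ratio. Arachidonic acid at 40 uM (final) was turned over for 30 min at room temperature by 150 nM human 12hLO, pH 7.0 Hepes buffer, after 15 min compound preincubation.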
# RGS4 inh: Inhibitors of Regulator of G Protein Signaling (RGS) 4: qHTS. Transcreener GDP fluorescence polarization, RGS4-accelerated GTP hydrolysis. Regulator of G-protein signaling 4 (Homo sapiens), P49798. 390,000 compounds, 0.039% hits. Potency, µM (top dose mostly 114 µM), inactives show at the top dose activity change, negative = inhibition, actives largely listed as inhibitors; further: potency means the concentration at half of the fitted maximal effect; on the % scale 0 is the no-effect control and ±100 the full control effect; nearly all actives have a fitted effect of over 75% in size; some results filed as inactive show a strong effect at the top dose
# Target sequence (P49798 whole entry, looked up): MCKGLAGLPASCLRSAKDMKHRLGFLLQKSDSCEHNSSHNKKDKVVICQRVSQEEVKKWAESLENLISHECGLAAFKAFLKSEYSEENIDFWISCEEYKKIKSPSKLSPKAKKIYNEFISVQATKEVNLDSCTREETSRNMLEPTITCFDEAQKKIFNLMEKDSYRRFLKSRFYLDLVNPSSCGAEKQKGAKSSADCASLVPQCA
#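 MLSMR compounds (23 nl, pin-transferred) preincubated 10 min at room temperature with a 500nM (2x) first reagent, then RGS4 at 900nM (2x) plus Transcreener GDP mix added; fluorescence polarization (620/688 nm) read before and after 90 min at 30 °C.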
# ERG-DNA inh: qHTS for Small Molecule Inhibitors of the ERG Ets/DNA interaction | fluorescence polarization, His-ERG Ets domain / labelled DNA | Transcriptional regulator ERG (Homo sapiens), P11308 | 370,000 compounds, 0.028% hits | Potency, µM (series often up to 76.9 µM), inactives show at the top dose FP activity, negative = inhibition, most hits filed as inhibitors; active means well fitted inhibition curve with a large enough effect in the polarisation, with a control signal flat; inconclusive means small, poorly fitted or top-dose-only effect, or effect the other way, or a change in a side signal; inactive means no such curve, though single readings can be large or run the other way; the % refers to the polarisation;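 further: polarization taken with two DNA probes labelled with fluorescein and Texas red; potency means the concentration at half of the fitted maximal effect; % of control where 0% means no effect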
#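 His-tagged ERG Ets domain (1 uM in the protein solution; 300mM KCl, 50mM Tris-HCl, 1mM EDTA, 1mM DTT, pH 7.5) received compound, then a probe mix of 5 nM fluorescein-DNA and 100nM Texas-615-DNA. Fluorescence polarization was read for both dyes.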
# POLH inh: qHTS for Inhibitors of Polymerase Eta; DNA polymerase eta (Homo sapiens), Q9Y253; recombinant Pol eta, fluorescent DNA replication assay; Potency, µM (titrated, usually from 114 µM), for the others: at the highest dose activity change, negative = inhibition, hits mostly inhibitors; 390,000 compounds, 1.2% hits; AID 588591, 2011; further: potency means the concentration at half of the fitted maximal effect; on the % scale 0 is the no-effect control and ±100 the full control effect
#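 Pol eta (10 nM) was preincubated with compounds for 15 min at room temperature, after which fluorescent replication substrate (50 nM final) was added to start the reaction. Fluorescence was read kinetically at 0 and 10 min.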
# LDHA inh: qHTS assay for inhibitors of human lactate dehydrogenase; L-lactate dehydrogenase A chain (Homo sapiens), P00338; purified LDHA, NADH/diaphorase-resazurin fluorescence; active compounds read low; activity change, % (values are at about 110 or 230 µM); 480,000 compounds, 0.15% hits; AID 1347041, 2019; in the data active means activity change below about -30%; inconclusive means mostly about -25% to -30%;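 further: plate controls were DMSO wells for no effect and wells without enzyme for full effect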
#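 Resorufin fluorescence (ex540/em590), read at 0 and 20 min after diaphorase/resazurin addition, reports the NADH left after a 5 min room-temperature reaction of 2 nM human LDH5 with 0.06 mM NADH and 0.2 mM pyruvate.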
# Pol beta inh: qHTS Assay for Inhibitors of DNA Polymerase Beta. P06746. Pol beta primer extension/strand displacement, fluorescence kinetic. Potency, µM (top dose mostly 114 µM), inactives show top-dose activity change, negative = inhibition, actives largely listed as inhibitors. 340,000 compounds, 1.3% hits. AID 485314, 2010; further: potency means the concentration at half of the fitted maximal effect; on the % scale 0 is the no-effect control and ±100 the full control effect
#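 Preincubation: enzyme (10 nM) with compound, 15 min, RT. Reaction: substrate added to 50 nM final. Reads: 0 and 10 min. Analysis: normalized, Hill fit.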
# An asterisk follows results filed as active; ? = inconclusive; nt = not tested or not shown; & = joins results of further samples; [ ] = remark or other dose. Unless noted, the call rests on the fitted dose curve; in most records, active means well fitted curve in the direction sought with a large enough effect; inconclusive means small, poorly fitted or top-dose-only effect, or another doubt; inactive means no such curve, though single readings can be large; an effect the other way counts as inactive or inconclusive. Only part of the results is shown; the hit share may differ from the screen's.
SMILES,Anesthetic bind,APEX1 inh,Pol kappa inh,12-LOX inh,RGS4 inh,ERG-DNA inh,POLH inh,LDHA inh,Pol beta inh
COc1cccc(CNC(=O)C2CC(=O)N(C3CCCCC3)C2)c1 (centres undefined),-3%,74%[activator],8%,-3%,2%,3%,-5%,-1,-7%
COc1cc(NC(=O)c2cc3nc(-c4ccccc4)cc(-c4ccccc4)n3n2)cc(OC)c1OC,-10%,-6%,-15%,4%,-38%,4%,-14%,2,26%
CCOC(=O)c1cc(-c2ccc(OC)cc2)n(CCC(=O)Nc2ccccc2OC)c1C,53%[activator],nt,-13%[60.1 µM],-25%,-9%,1%,-25%,1,-2%
O=[N+]([O-])c1cccc(S(=O)(=O)Nc2ccc3cn[nH]c3c2)c1,nt,1%,-24%,3%,-5%,-9%,-14%,6,nt
Cc1ccc(C)c(N2CCN(C(=O)c3ccccc3Br)CC2)c1,-5%,0%,-12%,0%,13%,-1%,-6%,-3,-21%
O=C(c1ccco1)N1CCN(C(=O)N2c3ccccc3Sc3ccccc32)CC1,2%,-2%,-7%,8%[57.4 µM],-21%,nt,-10%,-4,-28%
Cc1ccc(C(=O)NCC(=O)Nc2cccc(S(=O)(=O)NC3=NCCCCC3)c2)cc1C,-24%,-7%,-8%,-11%,-1%,-3%,-18%,-4,9%
COc1ccc(C2=NOC(C(=O)N3CCCc4ccccc43)C2)cc1 (centres undefined),?,-7%,0%,-17%,-4%,11%,5%,7,-7%
CC(=O)Oc1ccc(N2C(=O)CCC2=O)cc1,-10%,0%,-1%,-3%,-17%,-4%,-9%,-4,34%
C[C@H](CO)N1C[C@H](C)[C@@H](CN(C)C(=O)NC2CCCCC2)Oc2ccc(NS(=O)(=O)c3ccc(F)cc3)cc2C1=O,nt,39%,-8%,-10%,-7%,-1%,-13%,-5,nt
CCC1=Nc2cc(C(=O)NCCN3CCCC3)ccc2Sc2ccccc21,-39%,36%,-6%,56%[activator],-13%,-19%,-22%,-8,12%
CCOc1ccc(CCNC(=O)CCN2C(=O)COc3ccccc32)cc1OCC,-6%,-4%,-6%,-17%,5%,nt,0%,-4,3%
CC1CN(C(=O)COC(=O)CSc2ccc([N+](=O)[O-])cc2)CC(C)O1 (centres undefined),nt,20%,-3%,-9%,?,-12%,-2%,1,nt
Cc1nc(NCCN)c(C#N)c2c1COC(C)(C)C2,-2%,-14%,3%,0%,1%,-9%,-16%,3,5%
Cc1cc(C(=O)Nc2ccccc2Cl)n(-c2ccccc2)n1,-8%,19%,-5%,-20%,-6%,-1%,-23%,-1,21%
Cc1ccc(Nc2nc(N)nc(CN3CCCCCC3)n2)cc1,9%,3%,-12%,0%[57.4 µM],-27%,1%,-7%,1,-29%
CCCCN(C)C(=O)CNC(=O)c1nn(-c2ccc(OC)cc2OC)c(=O)c2ccccc12,2%,15%,-11%,11%,4%,-11%,9%,-4,47%
O=C(Nc1cccc(S(=O)(=O)N2CCCCCC2)c1)C1CCN(C(=O)c2ccc(F)cc2)CC1,nt,38%,-11%,?,-11%,-8%,-21%,-4,nt
COc1cc(CNCc2ccncc2)cc(Br)c1OCc1ccccc1F,?,-2%,-1%,-34%,-24%,0%,-14%,0,24%
Cc1ccc2c(C)c(C(=O)NCCN3CCOC3=O)oc2c1C,-6%,2%,-10%,32%,15%,-3%,-6%,-5,48%
O=C(Cc1ccccc1)Nc1cccc(-c2nnc(-c3ccco3)o2)c1,-23%,0%,-5%,57%,-7%,7%,?,-2,?
CC(=O)c1cccc(NC(=O)CN(C)S(=O)(=O)c2cccc3nsnc23)c1,-6%,-14%,-23%,-4%,12%,17%,-3%,2,7%
Cc1ccc(Sc2ncccc2C(=O)NCc2cc([N+](=O)[O-])ccc2O)cc1C,?,20%,4%,?,-47%,2%,-12%,1,29%
COc1ccc2c(C)c(CCC(=O)NCCc3ccc(OC)c(OC)c3)c(=O)oc2c1,-11%,nt,17%,-20%,12%,6%,-6%,-5,14%
O=C(Cn1cnc2c(cnn2-c2ccc(F)cc2)c1=O)NCC1CCCO1 (centres undefined),-6%,-5%,-5%,10%,-21%,-3%,-11%,-10,6%
COc1cccc(C(=O)CSc2nc3cccnc3n2C)c1,4%,32%[activator],-4%,0%,-43%[56.9 µM],0%,-8%,1,0%
CC(C)C(C(=O)Nc1ccccc1)N1C(=O)c2ccccc2C1=O (centres undefined),-13%,2%,4%,9%[57.4 µM],?,20%,-9%,0,-13%
Cn1c(CNc2nc3ccccc3n2C)nc2ccccc21,-7%,3%,-5%,0%,41%,8%,-11%,-1,6%
CCC(Sc1nc(C)cc(C)n1)C(=O)Nc1ccc(Cl)cn1 (centres undefined),-13%,22%,-3%,14%,15%,-10%,-11%,-7,20%
Cc1ccccc1OCc1nc(-c2ccc(-n3cccc3)cc2)no1,-8%,-5%,4%,-29%,-1%,-4%,-13%,-4,?
CCOCCCNCc1cccc(OC)c1,-5%,2%,1%,?,7%,-1%,-12%,-15&5,1%
N/C(=N\OC(=O)Cc1cccs1)c1ccc(Cl)cc1,5%,1%,-16%,?,31%,1%,-3%,0,2%
Cc1ccc(S(=O)(=O)NC(=O)NCCCN2CCOCC2)cc1,-13%,10%,-2%,-9%,2%,-16%,-6%,-14,85%
Cc1ccc(NC(=O)CSc2nc(N)c3c4c(sc3n2)CSC(C)(C)C4)cc1,-23%,-3%,-20%,-24%,-37%,5%,-23%,-1,?
CCOC(=O)c1ccc(NC(=O)C2CCN(S(=O)(=O)c3c(C)nn(C)c3C)CC2)cc1,-16%,-1%,3%,18%,-23%,4%,-26%,3,17%
O=S(=O)(NCCc1ccc(F)cc1)c1cccc2cccnc12,?,-1%,-1%,?,-20%,0%,-16%,2,1%
CN(C(=O)CSc1nc2ccc(NC(=O)c3ccccc3F)cc2s1)c1ccccc1,15%,nt,6%,0%,-20%,-2%,-10%,2,1%
COc1cccc(N2C(=O)C3NN=C(C(=O)CN4C(=O)c5ccccc5C4=O)C3C2=O)c1 (centres undefined),-3%,3%,1%,0%,3%,2%,-17%,-8,0%
CC(C)n1c(CCC(=O)O)ccc1-c1ccccc1,7%,-5%,-9%,-3%,7%,-7%,-4%,-10,5%
O=C1CCCN1CC(O)CS(=O)(=O)Cc1ccccc1 (centres undefined),-1%,-14%,-8%,-24%,12%,-11%,-21%,-13,6%
CCCCOc1cccc(-c2nnc(N)s2)c1,-6%,-7%,-8%,0%,-25%,0%,-9%,-7,-10%
COc1ccc(CC(=O)NCC(c2cccs2)S(=O)(=O)c2ccc(C)cc2)cc1 (centres undefined),-7%,nt,-2%[60.1 µM],-25%,-20%,1%,-23%,2,14%
CC(C)=CCC[C@](C)(O)C1CC[C@]2(C)C1[C@H](O)CC1[C@@]3(C)CC[C@H](O[C@@H]4O[C@H](CO)[C@@H](O)[C@H](O)[C@H]4O[C@@H]4O[C@H](CO)[C@@H](O)[C@H](O)[C@H]4O)C(C)(C)C3CC[C@]12C (some centres undefined),nt,5%,10%,15%,11%,-6%,5%,4,nt
O=C(CSc1nc(=O)n2ccccc2n1)Nc1ccc2c(c1)OCO2,nt,21%,-2%,7%,29%,7%,-9%,0,nt
O=C(CSc1nncn1-c1ccccc1)Nc1cc(F)ccc1F,-12%,11%,2%,17%,-12%,3%,-9%,-8,52%
Cc1cc(C(=O)Cn2nc(C(=O)O)c3ccccc3c2=O)c(C)n1CCc1ccc(F)cc1,-5%,-5%,-5%,?,-15%,17%,-19%,8&3,0%
CCn1c(=O)c(C(=O)CN2CCN(S(=O)(=O)c3ccccc3)CC2)c(N)n(Cc2ccccc2)c1=O,-10%,10%,-25%,-6%,2%,-16%,-18%,-6,27%
Cc1ccc(C)c(NC(=O)COC(=O)COc2cccc3c2OC(C)(C)C3)c1,nt,-13%,-13%,?,14%,-7%,-12%,-6,nt
O=C(COC(=O)c1cc([N+](=O)[O-])ccc1N1CCOCC1)NCCc1ccccc1,-9%,2%,2%,424%[activator],-3%,-1%,-19%,-1,9%
COc1ccc(Cl)cc1/C=N/NC(=O)c1c(-c2ccccc2)noc1C,-13%,2%,-14%,0%,-11%,6%,-24%,-3,0%
Cc1ccc(OCCCC(=O)Nc2nncs2)cc1,2%,-2%,-8%,0%,14%,-6%,5%,-8,15%
CCN(C(=O)C(C)Cl)c1ccccc1 (centres undefined),-4%,-1%,-6%,-3%,-4%,-2%,-19%,-7,25%
C=CCNC(=O)c1cc(-c2ccc3c(c2)OCO3)on1,18%,50%,8%,0%,-12%,-4%,-18%,-3,-16%

# Screening data from PubChem.
